CHOP inh – blocks CHOP induction under ER stress | CHO-K1 CHOP-promoter luciferase, tunicamycin-induced, 15-18 h | inhibition, % at 10 µM | 220,000 tested, 3.8% active | AID 2732;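 active means compounds that reduced the stress-induced luciferase reporter signal by more than about 70% of percent inhibition, limit read from the data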;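 further: 0% = tunicamycin plus vehicle and 100% = wells without tunicamycin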
zfTRPN1 agonist – zebrafish TRPN1 (NompC) channel agonism. HEK293 zebrafish TRPN1-YFP, Fluo-8 calcium fluorescence; 100% = response to 87 µM carbachol. activation, % at 3 µM. 220,000 tested, 0.18% active;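 active means activation above its plate's cutoff, the mean activation of test wells on that plate plus 3 SD, cut at about 19% in these data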;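 further: 0% = DMSO alone and 100% = 87 µM carbachol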
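Material – zebrafish TRPN1-YFP in HEK293 cells · Doses – 3 µM single point · Schedule – dye 1 h 37 °C plus 30 min RT · Signal – Fluo-8 calcium fluorescence, excitation 470-495 nm, emission 515-575 nm · Read-out – % activation versus carbachol response · Control set – carbachol high, DMSO low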
EP2 modulator – EP2 receptor (human) modulation | P43116 | EP2-expressing cells, cAMP HTRF FRET, PGE2 co-stimulation | induction, % at 25 µM | 260,000 tested, 0.83% active | AID 940;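 active means compounds whose cAMP rise, as percent of the full-agonist control response, exceeds 60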;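 further: rat C6 glioma line stably carrying human EP2 under a CMV promoter; the protocol text gives 20 µM as final concentration; 100% = response of wells given 1 µM PGE2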
Target sequence (P43116 whole entry, looked up): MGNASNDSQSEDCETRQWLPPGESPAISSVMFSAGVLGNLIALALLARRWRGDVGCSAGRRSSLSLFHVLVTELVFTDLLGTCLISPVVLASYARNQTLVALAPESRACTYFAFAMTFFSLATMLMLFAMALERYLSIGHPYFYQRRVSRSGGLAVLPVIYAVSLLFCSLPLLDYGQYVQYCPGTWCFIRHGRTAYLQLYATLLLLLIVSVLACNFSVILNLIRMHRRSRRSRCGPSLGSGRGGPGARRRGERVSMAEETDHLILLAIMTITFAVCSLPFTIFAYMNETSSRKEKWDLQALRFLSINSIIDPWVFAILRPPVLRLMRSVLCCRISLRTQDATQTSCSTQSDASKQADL
TRPML3 agonist – activates the human TRPML3 channel; 220,000 tested, 0.29% active; HEK293 TRPML3-YFP, Fluo-8 calcium fluorescence; 100% = the carbachol control signal; activation, % at 3 µM;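 active means activation above its plate's cutoff, the mean activation of the plate's test wells plus 3 SD, cut at about 12% in these data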;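 further: 0% = DMSO only wells and 100% = carbachol wells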
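Test system: HEK293 cells stably carrying human TRPML3-YFP; Doses: single dose, 3 µM final nominal compound, 0.3% DMSO final; Schedule: dye loading 1 h 37 °C then 30 min ambient, 125 s read; Technique: Fluo-8 calcium fluorescence; Benchmarks: high control carbachol 87 µM, low control DMSO.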
S1P4 antag – human S1P4 receptor antagonism; O95977; S1P4-expressing cells, antagonist mode, reporter read-out; inhibition, % at 4.98 µM; 220,000 tested, 0.26% active; AID 1510; in the data active means inhibition above about 29%;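 further: 0% = wells stimulated with agonist and 100% = vehicle wells without agonist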
Target sequence (O95977 whole entry, looked up): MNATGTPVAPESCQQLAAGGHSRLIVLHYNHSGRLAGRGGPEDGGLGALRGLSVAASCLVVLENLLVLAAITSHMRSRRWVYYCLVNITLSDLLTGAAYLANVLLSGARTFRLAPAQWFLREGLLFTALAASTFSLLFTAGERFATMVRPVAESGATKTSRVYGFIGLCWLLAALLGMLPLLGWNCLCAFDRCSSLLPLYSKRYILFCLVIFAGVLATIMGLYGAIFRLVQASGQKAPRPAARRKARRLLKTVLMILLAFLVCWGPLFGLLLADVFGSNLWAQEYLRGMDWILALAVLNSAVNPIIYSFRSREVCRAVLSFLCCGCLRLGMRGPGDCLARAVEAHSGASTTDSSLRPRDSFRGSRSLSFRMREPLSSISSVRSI
S1P4 agonist – agonists of human S1P4 receptor; S1P4-expressing cell line, agonist reporter assay; activation, % at 4.98 µM; 220,000 tested, 0.35% active; in the data active means activation above about 11%;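 further: 0% = DMSO vehicle and 100% = reference agonist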
NPY-Y1 PAM-ag – human NPY-Y1 potentiation or agonism, primary screen; activation, % at 3.6 µM; AID 1304; NPY-Y1 expressing cells, potentiator/agonist activation; 220,000 tested, 0.37% active; in the data active means activation above about 33%, passing the limit was not always enough;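 further: cells stimulated with NPY at EC10 then isoproterenol at EC100; 0% = low agonist plus stimulus and 100% = saturating agonist plus stimulus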
NPY-Y1 antag – NPY-Y1 (human) receptor antagonism. P25929. HEK293-CNG Y1 cells, membrane potential fluorescence; NPY at EC95, then isoproterenol. inhibition, % at 3.6 µM. 200,000 tested, 1% active. AID 1040;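 active means inhibition above the campaign mean inhibition of all tested compounds plus 3 SD, cut at about 20% in these data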;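 further: 0% = DMSO wells given NPY plus isoproterenol and 100% = isoproterenol alone without NPY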
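Assay system: HEK293 cells with Y1 receptor plus CNG channel | Probe or stimulus: NPY (25 nM), isoproterenol (1 µM), Ro 20-1724 (25 µM) | Timing: Compound incubation 1 h at room temperature, readout 45 min post-stimulation | Measured by: Membrane-potential fluorescent dye readout | Benchmarks: High control isoproterenol alone, low control NPY with isoproterenol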
NPY-Y2 PAM-ag – potentiators or agonists of human neuropeptide Y receptor Y2; cells expressing NPY-Y2, potentiator/agonist read-out; activation, % at 3.6 µM; 220,000 tested, 0.45% active; AID 1359; in the data active means activation above about 27%;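 further: cells stimulated with NPY near EC25 plus isoproterenol at EC100; 0% = vehicle plus submaximal agonist and 100% = vehicle plus saturating agonist; some results beyond the cut were filed as inactive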
Starred values were filed as active, the others as inactive; x = not tested or not shown; & = joins results of further samples.

molecule,CHOP inh,zfTRPN1 agonist,EP2 modulator,TRPML3 agonist,S1P4 antag,S1P4 agonist,NPY-Y1 PAM-ag,NPY-Y1 antag,NPY-Y2 PAM-ag
FC(F)(F)c1cc(-c2ccco2)nc(NCc2cccs2)n1,-24,0.4,16,0.3,11,-0.1,-3,2,7
Cc1cccc(/C=N\NC(=O)c2csnn2)c1,9,1.2,-1,0.5,-5,-1.7,11,-11,-12
COc1ccc(S(=O)(=O)N(CC(=O)NC2CC2)C2CCCCC2)cc1Cl,22,1.2,35,-0.1,2,1.5,15,-6,18
COc1cccc(-c2nn[nH]n2)c1O,35,-0.1,29,0.6,-7,1.9,-17,6,0
COc1ccc(C2C(C#N)=C(N)Nc3onc(C(C)(C)C)c32)c(OC)c1 (stereo not drawn),28,3.7,12,-0.5,-42,0.8,15,13,16
OC(c1ccccn1)C1CCN(Cc2nc(C(c3ccccc3)c3ccccc3)no2)CC1 (stereo not drawn),-12,-1.0,1,-0.7,-15,0.1,-11,3,1
O=C([C@H](Cc1ccc(O)cc1)n1cc(CCO)nn1)N1CCNCC1,4,1.3,13,0.7,1,0.1,-17,-2,-29
COc1ccccc1[C@@H]1C(c2cccc(C)c2)=NN(c2ccccc2)[C@H]1C(=O)N1CCOC1=O,14,0.3,42,-0.1,-12,2.4,-15,-4,12
O=C(O)CCCC(=O)N1CCN(C(c2ccccc2)c2ccccc2)CC1,-3,-0.3,16,0.2,-12,1.4,-15,5,7
Cc1ccc(F)cc1NC(=O)Cc1nn(C)c(=O)c2ccccc12,42,7.1,-30,2.6,-20,-0.8,2,-7,14
Clc1ccc(C(c2ccccc2)N2CCN(c3ccccn3)CC2)cc1 (stereo not drawn),-8,0.0,17,0.2,6,-0.6,-5,x,-15
CN(C)c1ccc(NC(=O)CN2CCN(CC(=O)Nc3ccc(F)cc3)CC2)cc1,-7,-0.6,17,1.2,-26,1.3,19,-3,16
CC(C)CC(NC(N)=O)C(=O)Nc1cccc([N+](=O)[O-])c1 (stereo not drawn),7,-0.1,-2,0.4,-4,0.5,1,0,8
Cc1c(CCOC(=O)C23CC4(C)CC(C)(CC(C)(C4)C2)C3)sc[n+]1CC(=O)c1ccccc1,3,-0.6,-101&-15,-0.1,6,0.1,9,-3,8
CC(C)(C)c1ccc(NC(=O)COC(=O)c2ccc(NS(=O)(=O)c3ccc(F)c(F)c3)cc2)cc1,25,-0.5,14,1.3,-9,1.7,5,-9,8
COc1ccc(OC)c(C2C(C#N)=C(N)Oc3cc(C)n(Cc4ccccn4)c(=O)c32)c1 (stereo not drawn),7,0.7,12,0.6,-8,0.6,9,0,-3
CCN(CC)C(=O)CSc1nc2ccccc2c(=O)n1OC,-23,1.7,25,-0.5,-3,2.8,4,-1,2
CSCCC(C(=O)O)N1C(=O)c2ccc(C(=O)O)cc2C1=O (stereo not drawn),12,-0.2,34,-0.5,5,-1.2,16,-3,12
COc1ccccc1CNC(=O)c1nn(-c2ccc(C)cc2)c(=O)c2c1c1ccccc1n2C,0,0.2,42,0.5,-9,1.3,1,4,-6
Cc1ccc(C(=O)CSc2nnc(CNc3ccc(C)cc3C)n2Cc2ccco2)cc1,64,-2.2,22,-0.4,0,-1.2,13,5,11
CCOC(=O)CSc1nc2ccsc2c(=O)n1C1CCN(C(=O)OCC)CC1,31,0.7,15,-0.1,3,1.1,10,11,-1
Cc1cccc(NC(=O)CCC(=O)N/N=C/c2ccncc2)c1,5,0.3,7,0.2,-13,0.5,11,-1,-18
O=C(NCC1CCN(c2ccc(S(=O)(=O)N3CCOCC3)cc2)CC1)c1cccc(Cl)c1,-1,-0.6,-25,0.2,12,-4.4,-6,2,11
O=C(CSc1n[nH]c(-c2ccccc2)n1)NC(=O)NCc1ccco1,-12,0.1,30,-0.7,6,-1.0,0,3,14
COc1ccc(-c2c(-c3ccc(OCC(=O)NN)cc3O)n[nH]c2C(F)(F)F)cc1,1,1.2,0,0.9,-2,-2.1,12,0,11
CC1=NN(c2ccc(C)c(C)c2)C(=O)/C1=C/c1ccc2c(c1)n(C)c(=O)n2C,13,2.1,3,1.4,3,0.6,-13,3,17
CCOc1cc(/C=C(/NC(C)=O)C(=O)O)cc(Cl)c1OCc1ccc(Br)cc1,2,1.2,15,-0.5,26,0.7,-2,x,-11
Cc1c(Cl)ccc2sc(NC(=O)CN3C(=O)c4ccccc4C3=O)nc12,6,-1.9,-16,0.8,0,1.4,-24,-1,0
CC(=O)c1cc(C(=O)N2CCc3c([nH]c4ccccc34)C2CC(C)C)[nH]n1 (stereo not drawn),-17,-0.3,16,0.3,-9,0.1,10,3,3
Cc1ccccc1-n1nnnc1SCc1cc(=O)n2ccsc2n1,14,2.2,15,1.1,-1,0.9,5,-1,10
CCOc1ccc(-c2cc(C(=O)N3CCN(c4ccccn4)CC3)c3ccccc3n2)cc1,x,0.1,-15,1.0,-3,-2.1,-16,-2,-3
Oc1ccc(N=Nc2cccc(Cl)c2)cc1C=Nc1ccc(N2CCOCC2)cc1,65,-0.5,51,0.6,-7,-0.4,8,-2,2
CCOC(=O)c1cccc(C(=O)Oc2ccccc2)n1,14,0.3,25,0.5,-22,0.2,10,-5,-16
C/C(CC(=O)Nc1c(C)cc(C)cc1C)=N\NC(=O)OC(C)(C)C,18,-2.0,27,-0.3,-23,1.0,-7,-1,0
CC/C(=N/NC(=O)CCC(=O)Nc1ccccc1OC)c1ccccc1,19,-0.6,-22,1.3,-1,-1.0,5,5,9
CCOc1ccccc1NC(=O)N1CCC(c2nc3ccc(C)cc3[nH]2)CC1,27,1.1,-19&-61,0.3,-10,-0.7,-11,8,12
CC(=O)c1cccc(NC(=O)c2ccc(N(Cc3ccc(C)cc3)S(C)(=O)=O)cc2)c1,-7,4.2,-43,2.0,8,-5.2,17,-1,8
CC(C)n1c(Nn2cnnc2)nc2ccccc21,18,-1.2,20,0.9,17,1.8,12,2,7
O=C(NC(=S)NCc1ccccc1)c1ccccc1[N+](=O)[O-],21,1.3,-52,-0.1,-17,-0.2,-17,3,-2
O=C1CC(c2ccco2)CC(O)=C1C=NCCN1CCNCC1 (stereo not drawn),53,-0.8,8,1.2,-13,0.4,0,5,7

Single records (already shown):
`Cc1c(Cl)ccc2sc(NC(=O)CN3C(=O)c4ccccc4C3=O)nc12` is listed with CHOP inh: 6; zfTRPN1 agonist: -1.9; EP2 modulator: -16; TRPML3 agonist: 0.8; S1P4 antag: 0; S1P4 agonist: 1.4; NPY-Y1 PAM-ag: -24; NPY-Y1 antag: -1; NPY-Y2 PAM-ag: 0
`CCN(CC)C(=O)CSc1nc2ccccc2c(=O)n1OC` is listed with CHOP inh: -23; zfTRPN1 agonist: 1.7; EP2 modulator: 25; TRPML3 agonist: -0.5; S1P4 antag: -3; S1P4 agonist: 2.8; NPY-Y1 PAM-ag: 4; NPY-Y1 antag: -1; NPY-Y2 PAM-ag: 2

(next part)
molecule,CHOP inh,zfTRPN1 agonist,EP2 modulator,TRPML3 agonist,S1P4 antag,S1P4 agonist,NPY-Y1 PAM-ag,NPY-Y1 antag,NPY-Y2 PAM-ag
C/C(=N\O)c1c(C)c2ccccc2n1C,19,-1.0,0,-0.2,6,1.2,-20,-1,0
O=C(Nc1ccc2c(c1)OCO2)c1cc2n(n1)C(C(F)(F)F)CC(c1ccccc1)N2 (stereo not drawn),65,0.8,-2,0.8,-2,1.9,3,-2,18
COc1cc(-c2nc3ccccn3c2NCC2CCCO2)ccc1O (stereo not drawn),-29,0.9,3&-18,-0.1,-34,0.0,-2,3,21
COCc1nnc(NC(=O)c2ccc(S(=O)(=O)N3CCCCCC3)cc2)o1,7,1.2,33,0.2,-2,1.1,-3,-2,7
CN(C)C(CNC(=O)CSc1nnc(-c2ccco2)o1)c1ccccc1 (stereo not drawn),-13,1.5,19,0.1,3,-0.1,4,-1,-2
CCn1nnnc1SCC(=O)Nc1cc(C)on1,12,0.5,-19,0.6,-10,3.4,4,-2,-11
COc1ccc2c(c1)C(=NNC(=O)c1ccccn1)c1cc(OC)ccc1-2,38,2.2,5,0.1,-12,-0.6,4,5,-8
Cc1cccc(CSc2nc3c(cc2C#N)CCC3)c1,-7,0.8,46,0.3,15,-0.3,-33,8,8
CN(/C=C/C(=O)C(F)(F)F)Cc1ccccc1,-14,2.0,10,0.1,6,0.4,13,5,2
NC(=S)NNC(=O)[C@@H]1CCCC[C@@H]1C(=O)O,11,1.3,13,0.5,2,1.3,6,1,-11
COC(=O)C1=C(C)NC(C)=C(C(=O)OC)C1c1cc2cc(C)ccc2[nH]c1=O,-36,0.7,35&-8,1.4,-5,0.8,-20,10,8
CSCCC1NC(=O)N(C(C)C(=O)Nc2cc(Cl)cc(Cl)c2)C1=O (stereo not drawn),6,-1.8,13,0.4,-2,-0.5,0,1,-4
COCCn1cnc2c(c1=O)c1nc3ccccc3nc1n2/N=C/c1ccco1,0,-0.4,-10,0.1,5,-1.2,11,x,2
CCOC(=O)c1nn(-c2ccccc2)c2nc(Nc3ccccc3)cc(=O)n12,38,-1.0,7,0.2,-3,0.8,-5,-1,-10
Brc1cc(Cc2nnc(-c3ccccc3)o2)c(Br)s1,-5,-0.5,-8,-0.8,13,-0.9,16,x,12
COc1ccc(COCC(O)CN2CCC(C(N)=O)CC2)cc1OC (stereo not drawn),1,0.9,20,1.6,-3,0.8,-6,2,8
Cc1ccc(Cn2c(=O)c3ccccc3n3nc(C)cc23)cc1,11,0.1,46,-0.2,19,-0.2,-17,11,-25
CC(=O)Nc1ccc(S(=O)(=O)N2CCc3c(Cl)cccc3C2)cc1,52,4.1,-6,1.2,-1,0.8,13,-3,9
S=C(Nc1ccc2cn[nH]c2c1)Nc1ccccc1Cl,-10,0.5,-36,1.1,11,1.1,1,5,3
O=C(NC1CCCCC1)c1sc(=S)n2c1[nH]c(=O)c1ccccc12,27,3.2,-12,0.8,-6,5.7,1,-2,6
Cc1ccc(Nc2nc(N)nc(CSc3nnc(-c4ccncc4)o3)n2)cc1,-21,0.4,-2,0.5,-4,-1.1,-16,3,-4
CSc1nc(-c2ccco2)nn1C(=O)c1ccco1,38,-0.6,-4,-0.1,-21,0.1,-2,3,10
C=CCNC(=S)Nc1ccc(Cl)cc1,7,2.8,-12,0.7,-24,0.6,3,1,3
CCCCn1ccnc1C,10,-1.3,-12,0.7,-5,1.5,6,x,0
COc1cc(/C=C2\N=C3CCCCCN3C2=O)ccc1O,22,0.5,7,1.1,-1,-1.9,7,3,-15
COc1ccc(N2CCN(c3cnc4ccccc4n3)CC2)cc1,-26,0.6,-12,1.4,-2,-1.0,-23,-1,-12
COC(=O)c1ccc(NC(=O)C2CCCN2S(=O)(=O)c2ccc(F)cc2)cc1 (stereo not drawn),-21,1.5,-41,0.8,0,-2.2,-7,3,14
O=C(NNS(=O)(=O)c1ccccc1)C1CC(c2cccnc2)=NO1 (stereo not drawn),-5,0.6,21,-0.2,-5,1.4,7,4,6

Screening results as filed in PubChem BioAssay.
